Dyrk1A ADPGlo: Dyrk1A (rat) kinase inhibition. actives 0.43% (n = 310,000). inhibition, % at 12.5 µM. ADP-Glo luminescence, NFATc1 peptide. AID 504441. Q63470; in the data active means inhibition above about 50%;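 further: plate controls were vehicle with enzyme for no effect and no enzyme for full effect; many of its hits are not listed in these tables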
GSK3A inh: inhibitors of human GSK-3 alpha kinase; ADP-Glo luminescence, 60 min; inhibition, % at 10 µM; actives 0.1% (n = 320,000); AID 2650;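 in the data active means inhibition above about 50%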;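 further: GST-tagged GSK-3 alpha with peptide substrate and 25 µM ATP; 0% = DMSO neutral wells and 100% = GW8510 positive control wells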
Target sequence (P49840 whole entry, looked up): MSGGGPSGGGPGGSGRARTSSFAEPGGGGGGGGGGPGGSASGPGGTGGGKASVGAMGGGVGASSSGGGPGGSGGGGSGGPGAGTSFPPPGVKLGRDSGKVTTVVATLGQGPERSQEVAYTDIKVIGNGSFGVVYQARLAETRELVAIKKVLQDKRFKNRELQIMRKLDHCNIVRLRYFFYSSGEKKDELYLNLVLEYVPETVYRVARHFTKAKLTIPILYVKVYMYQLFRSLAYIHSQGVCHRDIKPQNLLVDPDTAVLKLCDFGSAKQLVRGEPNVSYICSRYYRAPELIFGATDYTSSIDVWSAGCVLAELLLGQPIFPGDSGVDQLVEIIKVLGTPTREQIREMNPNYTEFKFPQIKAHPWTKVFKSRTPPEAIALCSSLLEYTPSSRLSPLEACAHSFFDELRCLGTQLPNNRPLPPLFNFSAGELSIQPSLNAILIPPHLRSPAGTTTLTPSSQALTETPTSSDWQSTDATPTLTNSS
HSP90 inh: inhibitors of HSP90 luciferase refolding in rabbit reticulocyte lysate | luciferase refolding luminescence, 3 h | inhibition, % at 5.6 µM | actives 0.91% (n = 290,000) | AID 1789;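 active means inhibition above the screen-wide mean plus 3 SD, computed separately per campaign, cut at about 16% in these data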;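 further: 0% = DMSO wells and 100% = 60 µM geldanamycin wells; inhibitors lower the luminescence because luciferase stays unfolded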
KLF5 inhibitor: inhibitors of KLF5 expression | DLD-1 KLF5 promoter-luciferase reporter, luminescence | inhibition, % at 5 µM | actives 0.23% (n = 290,000) | AID 1700;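 active means inhibition above a per-plate limit of that plate's mean compound inhibition plus 3 SD, cut at about 60% in these data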;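 further: 0% = DMSO wells and 100% = LY294002 at 200 µM; higher means less KLF5 promoter-driven luciferase light; inactives centre near -14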
HSF1 inh: HSF1 inhibition | NIH3T3-HGL HSE-luciferase, MG132-induced, luminescence 8 h; active compounds read low | activity change, negative = inhibition, % at 7.5 µM (by protocol) | actives 0.77% (n = 300,000);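 active means more than half of replicate wells show activity change below -50%, luminescence cut by over half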;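 further: luciferase reports HSF-1 transcriptional activity via heat shock element; 0% = median of DMSO wells and -100% = zero luminescence signal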
IEC-6 cytotox: IEC-6 cytotoxicity, counter-screen for KLF5 inhibitors | luminescence viability | inhibition, % at 5 µM | actives 0.78% (n = 290,000) | AID 1825; in the data active means inhibition above about 22%;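 further: 0% = plate median of test compound wells and 100% = cytotoxic reference compound wells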
aSyn 5UTR inh: MLPCN primary screen, SNCA 5' untranslated region; alpha-synuclein 5'UTR reporter, inhibitor activity; inhibition, % (tested at 7.5 µM); actives 0.82% (n = 300,000); AID 1813; in the data active means inhibition above about 60%;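 further: H4 neuroglioblastoma cells stably carrying SNCA 5'UTR luciferase fusion; 0% = DMSO wells and 100% = positive control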
Platelet DG rel: platelet dense granule release activity; human platelet-rich plasma, SFLLRN dense granule ATP release, luminescence; inhibition, %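 (compounds screened at 7.5 µM in platelet-rich plasma)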; actives 0.22% (n = 300,000); AID 1663;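 active means mean replicate score, as percent of positive control, at or above 50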
HSF1 activator: increases HSF-1 driven luciferase reporter signal. NIH3T3-HGL HSF-1 luciferase reporter, MG132, 8 h; 100% = twice DMSO control signal. AID 504408. actives 1.7% (n = 300,000). activation, % at 9 µM;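 active means mean replicate activation of at least 50% with a set share of replicates each reaching 50%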;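 further: 0% = median of the neutral control wells and 100% = twice that signal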
GSK3beta inhib: blocks human GSK3beta kinase activity | activity score (negative = inhibition), % at 10 µM | P49841 | actives 0.038% (n = 300,000) | GST-GSK3beta kinase, ADP-Glo luminescence, 60 min; active compounds read low;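 active means more than half of replicate wells score below -50%, meaning over 50% inhibition versus plate controls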;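 further: 0% = median DMSO wells and -100% = median GW8510 positive control wells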
Target sequence (P49841 whole entry, looked up): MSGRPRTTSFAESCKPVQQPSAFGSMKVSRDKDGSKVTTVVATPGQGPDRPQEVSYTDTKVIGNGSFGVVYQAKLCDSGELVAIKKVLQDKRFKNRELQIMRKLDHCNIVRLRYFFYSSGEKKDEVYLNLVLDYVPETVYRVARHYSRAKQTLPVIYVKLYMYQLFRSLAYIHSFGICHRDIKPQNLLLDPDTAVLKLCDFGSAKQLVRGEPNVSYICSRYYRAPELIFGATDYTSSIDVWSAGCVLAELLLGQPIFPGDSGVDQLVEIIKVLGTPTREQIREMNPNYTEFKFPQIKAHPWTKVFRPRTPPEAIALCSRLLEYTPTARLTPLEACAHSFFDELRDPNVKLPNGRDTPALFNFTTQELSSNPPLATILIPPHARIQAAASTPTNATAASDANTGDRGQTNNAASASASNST
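Test system – GST-tagged human GSK3beta kinase, cell-free · Incubation – 60 min enzyme reaction, room temperature · Signal – ADP-Glo luminescence · Also added – peptide substrate and ATP at 25 µM · Controls – DMSO neutral wells and GW8510 at 20 µM as positive · Buffer or medium – Tris/MgCl2 kinase buffer · Measure – Luminescence-derived activity versus plate DMSO and GW8510 wells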
* = called active by the depositor. These rows are one share of the data; the hit share may differ from the screen's.

For Cc1ccc(S(=O)(=O)N2CCC(NC(=O)c3cccc(C)c3)CC2)cc1 the results were Dyrk1A ADPGlo -4, GSK3A inh -1, HSP90 inh 4, KLF5 inhibitor 3, HSF1 inh -6, IEC-6 cytotox 1, aSyn 5UTR inh 24, Platelet DG rel 10, HSF1 activator -13 and GSK3beta inhib 4.
For Cc1cc(NC(=O)CSc2nnnn2-c2ccc(C)c(C)c2)no1 the results were Dyrk1A ADPGlo -3, GSK3A inh -1, HSP90 inh 1, KLF5 inhibitor 6, HSF1 inh -3, IEC-6 cytotox -9, aSyn 5UTR inh -2, Platelet DG rel -8, HSF1 activator -2 and GSK3beta inhib 0.
Screening CCN(C(=O)Cc1nc(N)n[nH]1)C1(C(=O)Nc2ccccc2)CCCCC1 returned GSK3A inh 0, HSP90 inh 0, KLF5 inhibitor -10, HSF1 inh -1, IEC-6 cytotox 0, aSyn 5UTR inh 16, Platelet DG rel 2, HSF1 activator 20 and GSK3beta inhib 1.
For CCOC(=O)C(c1ccccc1)C(Nc1ccc(F)cc1)c1ccccn1 (stereo not drawn) the results were Dyrk1A ADPGlo -1, GSK3A inh -2, HSP90 inh 3, KLF5 inhibitor -8, HSF1 inh -5, IEC-6 cytotox 2, aSyn 5UTR inh 16, Platelet DG rel 0, HSF1 activator 16 and GSK3beta inhib -5.
Screening CCc1ccc(S(=O)(=O)Nc2c(NC3CCCCC3)c3ccccc3oc2=O)cc1 returned Dyrk1A ADPGlo -4, HSP90 inh 3, KLF5 inhibitor -3, HSF1 inh 5, IEC-6 cytotox -2, aSyn 5UTR inh 25, Platelet DG rel 4, HSF1 activator -6 and GSK3beta inhib 1.
Screening CC(=O)OC1COC(n2ccc3cc([N+](=O)[O-])ccc32)C(OC(C)=O)C1OC(C)=O (stereo not drawn) returned Dyrk1A ADPGlo 5, GSK3A inh 2, HSP90 inh -6, KLF5 inhibitor -47, HSF1 inh 1, IEC-6 cytotox 2, aSyn 5UTR inh 7, Platelet DG rel 3, HSF1 activator -2 and GSK3beta inhib 3.
Cc1cc(O)ccc1-c1cnc2ccccc2n1 was read as Dyrk1A ADPGlo 35, GSK3A inh 0, HSP90 inh -1, KLF5 inhibitor -17, HSF1 inh 7, IEC-6 cytotox -8, aSyn 5UTR inh -11, Platelet DG rel 0, HSF1 activator 24 and GSK3beta inhib -2.
`O=C(NCc1ccccc1)c1cncc(Br)c1` gave GSK3A inh -2, HSP90 inh 1, KLF5 inhibitor -10, HSF1 inh 0, IEC-6 cytotox 5, aSyn 5UTR inh -14, Platelet DG rel -7, HSF1 activator -1 and GSK3beta inhib -1.
Screening O=C(Cn1nnc(-c2ccccc2NC(=O)C2CC2)n1)NC1CCCCC1 returned Dyrk1A ADPGlo 2, GSK3A inh 1, HSP90 inh -2, KLF5 inhibitor -9, HSF1 inh -4, IEC-6 cytotox -2, aSyn 5UTR inh 24, Platelet DG rel -9, HSF1 activator -6 and GSK3beta inhib 1.
For CCOc1ccc(C(=O)C(C)OC(=O)c2nc(Cl)ccc2Cl)cc1 (stereo not drawn) the results were Dyrk1A ADPGlo 8, GSK3A inh 1, HSF1 inh 8, aSyn 5UTR inh -3, Platelet DG rel -8, HSF1 activator 9 and GSK3beta inhib 2.
For CC1CCN(C(=O)C2CCN(S(=O)(=O)c3cccc4nsnc34)CC2)CC1 the results were Dyrk1A ADPGlo -2, GSK3A inh 0, HSP90 inh 5, KLF5 inhibitor -33, HSF1 inh -3, IEC-6 cytotox -6, aSyn 5UTR inh 4, Platelet DG rel 0, HSF1 activator 16 and GSK3beta inhib 2.
Screening O=S1(=O)CCOC[C@H](Cc2ccccc2)N1Cc1cccc(C(F)(F)F)c1 returned Dyrk1A ADPGlo -3, GSK3A inh 3, HSF1 inh -7, aSyn 5UTR inh 8, Platelet DG rel 0, HSF1 activator -6 and GSK3beta inhib -2.
For COc1ccc(CCNC(=O)CC(=O)N/N=C/c2ccc(Br)cc2)cc1OC the results were Dyrk1A ADPGlo 4, GSK3A inh -1, HSP90 inh 2, KLF5 inhibitor -27, HSF1 inh 3, IEC-6 cytotox 11, aSyn 5UTR inh 10, Platelet DG rel 6, HSF1 activator 7 and GSK3beta inhib 4.
Screening Cc1onc(-c2ccccc2Cl)c1C(=O)N1CCC(C(N)=O)CC1 returned Dyrk1A ADPGlo -3, HSP90 inh 4, KLF5 inhibitor -17, HSF1 inh -2, IEC-6 cytotox 4, aSyn 5UTR inh -10, Platelet DG rel 1, HSF1 activator 8 and GSK3beta inhib 2.
For Cc1ccccc1NC(=O)C1CCCN(S(=O)(=O)c2ccc(-n3cnnn3)cc2)C1 (stereo not drawn) the results were Dyrk1A ADPGlo -1, GSK3A inh -4, HSP90 inh -3, KLF5 inhibitor -8, HSF1 inh 5, IEC-6 cytotox -3, aSyn 5UTR inh 11, Platelet DG rel -4, HSF1 activator 18 and GSK3beta inhib 3.
O=C(CNC(=O)c1ccccc1F)N/N=C/c1cn[nH]c1-c1ccccc1 was read as Dyrk1A ADPGlo -2, GSK3A inh 4, HSP90 inh -3, KLF5 inhibitor -4, HSF1 inh -1, IEC-6 cytotox -4, aSyn 5UTR inh -5, Platelet DG rel 3, HSF1 activator 2 and GSK3beta inhib -3.
For CC(C)Cc1nc(NCCN2CCOCC2)c(C#N)c2c1COC(C)(C)C2 the results were Dyrk1A ADPGlo 21, GSK3A inh 0, HSP90 inh 0, KLF5 inhibitor 7, HSF1 inh -2, IEC-6 cytotox 6, aSyn 5UTR inh 35, Platelet DG rel 12, HSF1 activator -22 and GSK3beta inhib -3.
Screening O=c1[nH]c(/C=C\c2ccc(O)c(O)c2)nc(O)c1[N+](=O)[O-] returned Dyrk1A ADPGlo 7, GSK3A inh 1, HSP90 inh -3, KLF5 inhibitor -26, HSF1 inh 1, IEC-6 cytotox -22, aSyn 5UTR inh 1, Platelet DG rel 3, HSF1 activator -6 and GSK3beta inhib -1.
Screening CCn1c(/N=C/c2ccc(OC)cc2O)nc2ccccc21 returned Dyrk1A ADPGlo 2, GSK3A inh -4, HSP90 inh -3, KLF5 inhibitor -6, HSF1 inh -5, IEC-6 cytotox 2, aSyn 5UTR inh -28, Platelet DG rel 4, HSF1 activator -20 and GSK3beta inhib -1.
For O=C(c1ccccc1OCc1ccccc1Br)N1CCN(c2ncccn2)CC1 the results were Dyrk1A ADPGlo 2, GSK3A inh 0, HSP90 inh 6, KLF5 inhibitor -36, HSF1 inh -3, IEC-6 cytotox 6, aSyn 5UTR inh 24, Platelet DG rel 7, HSF1 activator 5 and GSK3beta inhib -5.
Oc1ccccc1N1CCN(C(=S)NCCc2ccccc2)CC1 was read as Dyrk1A ADPGlo -1, GSK3A inh 0, HSP90 inh -2, KLF5 inhibitor -36, HSF1 inh 16, IEC-6 cytotox 5, aSyn 5UTR inh -35, Platelet DG rel 7, HSF1 activator 26 and GSK3beta inhib 0.
For Cc1cccc(NC(=O)c2cc(Cl)nc3ccccc23)c1 the results were Dyrk1A ADPGlo -2, GSK3A inh -3, HSP90 inh -2, KLF5 inhibitor -18, HSF1 inh -8, IEC-6 cytotox 0, aSyn 5UTR inh -19, Platelet DG rel -2, HSF1 activator -32 and GSK3beta inhib 2.
Screening CC(=O)Nc1cccc(NC(=O)Nc2ccc(C(C)=O)cc2)c1 returned Dyrk1A ADPGlo -2, GSK3A inh -1, HSP90 inh 4, KLF5 inhibitor -28, HSF1 inh -4, IEC-6 cytotox 7, aSyn 5UTR inh -8, Platelet DG rel -2, HSF1 activator 7 and GSK3beta inhib 0.
O=C(CSc1n[nH]c(-c2ccco2)n1)Nc1ccccc1F was read as Dyrk1A ADPGlo 0, GSK3A inh 0, HSP90 inh -3, KLF5 inhibitor -11, HSF1 inh -4, IEC-6 cytotox -4, aSyn 5UTR inh -17, Platelet DG rel -12, HSF1 activator -1 and GSK3beta inhib 0.
For CCn1nc(C)c(C2C(C#N)=C(N)OC3=C2C(=O)CC(C)(C)C3)c1C (stereo not drawn) the results were Dyrk1A ADPGlo 6, GSK3A inh 1, HSP90 inh -1, KLF5 inhibitor -18, HSF1 inh 3, IEC-6 cytotox 2, aSyn 5UTR inh -10, Platelet DG rel -14, HSF1 activator 12 and GSK3beta inhib 1.
C[C@H](NC(=O)C1CCN(S(=O)(=O)c2ccccc2)CC1)C(=O)NCc1cccc(Cl)c1 was read as Dyrk1A ADPGlo 2, GSK3A inh -2, HSP90 inh 4, KLF5 inhibitor 5, HSF1 inh 2, IEC-6 cytotox 0, aSyn 5UTR inh 10, Platelet DG rel -1, HSF1 activator -14 and GSK3beta inhib 5.
For COc1ccc(N2CCN(C(C)C(=O)Nc3nnc(C)s3)CC2)cc1 (stereo not drawn) the results were Dyrk1A ADPGlo -2, GSK3A inh -2, HSP90 inh 1, KLF5 inhibitor -7, HSF1 inh 2, IEC-6 cytotox 3, aSyn 5UTR inh 34, Platelet DG rel -8, HSF1 activator -9 and GSK3beta inhib -7.
`COc1ccc(NS(=O)(=O)c2cccc(C(=O)NNC(=O)c3ccc(Br)o3)c2)cc1` gave Dyrk1A ADPGlo -8, GSK3A inh -1, HSF1 inh 0, aSyn 5UTR inh 7, Platelet DG rel -3, HSF1 activator 0 and GSK3beta inhib -1.
For CC(C)NS(=O)(=O)c1ccc2c(c1)oc(=O)n2C the results were Dyrk1A ADPGlo -4, GSK3A inh -3, HSP90 inh -5, KLF5 inhibitor -21, HSF1 inh 1, IEC-6 cytotox 0, aSyn 5UTR inh 15, Platelet DG rel 2, HSF1 activator 13 and GSK3beta inhib -2.
COc1ccc(C(C)C)cc1S(=O)(=O)N1CCC(C(=O)N2CCN(C)CC2)CC1 was read as Dyrk1A ADPGlo -3, GSK3A inh -1, HSP90 inh 1, KLF5 inhibitor -3, HSF1 inh -9, IEC-6 cytotox 4, aSyn 5UTR inh 15, Platelet DG rel 6, HSF1 activator -29 and GSK3beta inhib 0.
CN1CCN(C(=S)C(=O)Nc2ccc(Br)cc2)CC1 was read as Dyrk1A ADPGlo -2, GSK3A inh -2, HSP90 inh 3, KLF5 inhibitor -10, HSF1 inh 3, IEC-6 cytotox 6, aSyn 5UTR inh 17, Platelet DG rel 5 and HSF1 activator 30.
For c1cnc2c(OCc3nc4ccccc4[nH]3)cccc2c1 the results were Dyrk1A ADPGlo 5, GSK3A inh -7, HSP90 inh -5, KLF5 inhibitor -170, HSF1 inh 27, IEC-6 cytotox 4, aSyn 5UTR inh -293, Platelet DG rel -4, HSF1 activator 68* and GSK3beta inhib -10.
For Cc1c(C(=O)NC2CC(=O)N(c3ccc4c(c3)OCCO4)C2)cccc1[N+](=O)[O-] (stereo not drawn) the results were Dyrk1A ADPGlo 5, GSK3A inh -3, HSF1 inh 2, aSyn 5UTR inh 19, Platelet DG rel 5, HSF1 activator 4 and GSK3beta inhib 0.
For C=CCc1ccccc1OCCCCN1CCCC1 the results were Dyrk1A ADPGlo 1, GSK3A inh -5, HSP90 inh 2, KLF5 inhibitor -4, HSF1 inh 4, IEC-6 cytotox -2, aSyn 5UTR inh -21, Platelet DG rel 7, HSF1 activator -12 and GSK3beta inhib -20.
Screening CCCc1ccc(C(=O)NNc2ccc(F)cc2)cc1 returned GSK3A inh -1, HSP90 inh -4, KLF5 inhibitor -14, HSF1 inh 2, IEC-6 cytotox -1, aSyn 5UTR inh -6, Platelet DG rel 1, HSF1 activator 24 and GSK3beta inhib -1.

Bioassay records (PubChem BioAssay)
